Assay outcomes: PubChem BioAssay, several laboratories
AID2073 = inhibitors of Mint1-CaV2.2 protein interaction, biochemical, HTRF (AID 2073) | HTRF protein-protein interaction, Mint1-CaV2.2; higher % means a stronger effect | Voltage-dependent N-type calcium channel subunit alpha-1B (Homo sapiens) | actives 0.19% (n = 290,000) | inhibition, % at 20 µM, or IC50 in µM where a hit was titrated; in the data active = inhibition mostly above about 51%, no sharp cut-off; inconclusive = no clear call, values can overlap the other calls; inactive = mostly below about 53%; also: some results filed as inactive read as strong as hits
Large T inhibition = SV40 large T antigen inhibitors, biochemical (AID 1903). SV40 large T antigen ATPase/helicase inhibition assay; higher % means a stronger effect. inhibition, % at 20 µM; hits with a dose series show IC50 in µM. actives 0.39% (n = 310,000); in the data active = a potency from the dose series; inconclusive = inhibition mostly from about 32% at the one dose, without a potency; inactive = the rest, 99 in 100 with inhibition below about 32%; also: strong numbers were not always called active
GPR55 LPI antagonism = GPR55 antagonists blocking LPI-driven arrestin recruitment, primary screen, imaging, U2OS, beta-arrestin-GFP, LPI agonist (AID 2013) | actives 0.13% (n = 290,000) | U2OS GPR55 beta-arrestin-GFP translocation imaging, LPI antagonism; higher % means a stronger effect | inhibition, % at 10 µM, or IC50 in µM where a hit was titrated | G-protein coupled receptor 55 (Homo sapiens);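 active = spots per cell inhibited over 60%, with over 100 cells counted and total cytoplasm intensity under 500,000; inconclusive = wells with under 100 cells, flagged as likely toxic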;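 also: U2OS cells stably carrying GPR55 and arrestin-GFP stimulated by 5 µM LPI near EC80; imaged beta-arrestin-GFP aggregate spots per cell after agonist stimulation; plate controls were LPI-stimulated DMSO wells for no effect and DMSO wells without LPI for full effect; some results filed as inactive read as strong as hits; confirmed hits need IC50 under 10 µM and bright autofluorescent wells are also inconclusive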
Yfh1-off respiration = enhancers of respiration in Yfh1-depleted yeast, dose response, Friedreich's ataxia, plus single-dose screen (AID 1465); S. cerevisiae Yfh1-off respiration, WST-1 reduction, 72 h; higher fold induction means a stronger effect; one-dose fold induction at 50 µM; EC50 in µM for titrated hits; actives 0.074% (n = 220,000);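 active = fold induction of absorbance versus untreated yeast above a set limit, then at least 30% activation at any dose in follow-up; inconclusive = repeats straddling the limit, or above it without dose testing; inactive = fold induction below the set limit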;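 also: activators that raise dye reduction in frataxin-depleted yeast; strong numbers were not always called active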
Rac1 GTP hydrolysis = MgcRacGAP GTPase-activating activity inhibitors, confirmation, biochemical, ADP Hunter fluorescence; one-dose inhibition, % at 30 µM; IC50 in µM for titrated hits; Rac GTPase-activating protein 1 (Homo sapiens); MgcRacGAP-stimulated Rac1 GTP hydrolysis, ADP Hunter fluorescence; higher % means a stronger effect; GST-tagged Rac1 F28L mutant substrate; actives 0.6% (n = 340,000); AID 624330, 2012;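 active = first-screen hits whose inhibition reached a set limit at any dose in the follow-up dose series; inconclusive = inhibition above the set first-screen limit but never retested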;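 also: fluorescence reports GDP produced by GAP-driven GTP hydrolysis; strong numbers were not always called active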
GPR35 arrestin U2OS = GPR35 antagonists blocking zaprinast-driven arrestin recruitment, primary screen, imaging, U2OS, beta-arrestin-GFP, zaprinast agonist (AID 2058); G-protein coupled receptor 35 (Homo sapiens); U2OS GPR35 beta-arrestin-GFP translocation imaging, zaprinast antagonism; higher % means a stronger effect; one-dose inhibition, % at 10 µM; IC50 in µM for titrated hits; actives 0.052% (n = 290,000);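 active = inhibition of at least 50% with at least 30 cells and total cytoplasm GFP at most 10,000,000; inconclusive = under 30 cells or total GFP of 10,000,000 plus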
GPR55 beta-arrestin = GPR55 agonists via beta-arrestin recruitment, primary screen, imaging, U2OS cells, beta-arrestin-GFP redistribution (AID 1961). G-protein coupled receptor 55 (Homo sapiens). actives 0.048% (n = 290,000). U2OS GPR55 beta-arrestin-GFP redistribution imaging; higher % means a stronger effect. activation, % at 10 µM; hits with a dose series show EC50 in µM;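 active = activation above 40% with more than 50 cells counted in the well; inconclusive = wells holding fewer than 50 cells, flagged as toxic or sparse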;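 also: U2OS osteosarcoma cells stably expressing GPR55 and beta-arrestin-GFP; plate controls were DMSO negative control for no effect and LPI positive control for full effect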
NTR1 agonist = agonists of NTR1, primary screen, imaging, U2OS cells, beta-arrestin-GFP, high content (AID 493036) | NTR1-U2OS beta-arrestin-GFP spot imaging, agonist mode | actives 0.17% (n = 330,000) | activation, % at 20 µM | Neurotensin receptor type 1 (Homo sapiens), P30989;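 active = activation at or above 40% of the spot to cytoplasm intensity ratio, with at least 20 cells analyzed; inconclusive = wells under 20 cells, flagged as cytotoxic or low count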;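 also: 0% = DMSO without peptide and 100% = 100 nM NTR1 peptide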
Target sequence (P30989 whole entry, looked up): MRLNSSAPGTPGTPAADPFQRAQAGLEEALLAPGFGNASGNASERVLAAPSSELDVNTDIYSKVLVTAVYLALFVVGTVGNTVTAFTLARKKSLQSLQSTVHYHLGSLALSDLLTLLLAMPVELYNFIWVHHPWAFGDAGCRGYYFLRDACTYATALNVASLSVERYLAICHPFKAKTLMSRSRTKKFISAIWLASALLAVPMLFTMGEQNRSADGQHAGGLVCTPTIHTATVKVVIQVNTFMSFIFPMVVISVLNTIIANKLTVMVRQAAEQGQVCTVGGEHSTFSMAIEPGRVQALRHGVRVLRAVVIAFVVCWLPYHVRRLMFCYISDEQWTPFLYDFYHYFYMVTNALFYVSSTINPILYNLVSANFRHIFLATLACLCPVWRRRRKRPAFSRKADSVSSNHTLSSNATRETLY
NS5 inhibitors = Dengue-2 NS5 methyltransferase inhibitors, primary screen, biochemical, confirmation dose response (AID 588689). Genome polyprotein (Dengue virus type 2 (strain 16681-PDK53)). Dengue-2 NS5 methyltransferase capping enzyme assay, biochemical; higher % means a stronger effect. inhibition, % at 25 µM, or IC50 in µM where a hit was titrated. actives 0.3% (n = 340,000); in the data active = a potency from the dose series; inconclusive = inhibition above about 29% without an active follow-up result
NTR1 agonist cell count 20 µM = also measured in NTR1 agonist; calls as there; cell count; measured here: cell count, cytotoxicity flag
NS5 inhibitors pilot replicate = also measured in NS5 inhibitors; calls as there; inhibition, %; measured here: pilot screen replicate inhibition
Starred values were filed as active, the others as inactive; i = inactive; ? = inconclusive; / = not tested or not shown. Rows are unselected. About 1.7% of those tested had a hit in this group.

SMILES	AID2073	Large T inhibition	GPR55 LPI antagonism	Yfh1-off respiration	Rac1 GTP hydrolysis	GPR35 arrestin U2OS	GPR55 beta-arrestin	NTR1 agonist	NTR1 agonist cell count 20 µM	NS5 inhibitors	others
COc1ccc(-c2[nH]c(-c3ccc(F)cc3)nc2SCC(=O)NC2CCCC2)cc1	-4%	10%	9%	i	5%	-9%	-0.2%	0.1	65	0%
CCNS(=O)(=O)c1ccc(CCC(=O)N2CCN(C(=O)OCC)CC2)cc1	16%	4%	-11%	/	10%	3%	-0.1%	-0.4	47	-4%
CSc1ccccc1NC(=S)Nc1ccccc1C(F)(F)F	-1%	3%	-4%	i	7%	2%	0.2%	2.8	58	-3%
C#CCSc1nnc(-c2c[nH]c3ccccc23)n1C	-9%	2%	26%	i	2%	-2%	0.2%	-0.9	61	-7%
CSCC[C@H](NC(=O)c1cccs1)c1nnc2ccccn12	15%	8%	11%	/	5%	9%	-0.1%	-1.0	63	5%
O=C(NCCc1cn2ccsc2n1)c1cccs1	0%	1%	11%	i	10%	8%	0.4%	-1.1	47	3%
CCOc1ccccc1CNC(=O)CCCn1ncn2c(cc3occc32)c1=O	6%	19%	-7%	/	6%	-12%	-0.1%	1.1	58	-7%
CC(=O)N(c1ccccc1)C1CC(C)N(C(=O)c2ccccc2)c2ccccc21 (stereo unspecified)	9%	7%	14%	/	10%	6%	0.2%	0.7	56	3%
COc1ccccc1/C=C/C(=O)OCC(=O)Nc1c(F)cccc1F	2%	3%	4%	i	7%	1%	0.1%	1.6	80	3%
O=C(Nc1cccc(NC(=O)c2ccc(F)cc2)c1)c1ccc(F)cc1	19%	3%	-10%	/	8%	-4%	0.9%	0.7	69	-5%
Cc1nn(-c2ccccc2)c(Cl)c1/C=N/Nc1nc2ccccc2n1C	-18%	12%	5%	i	-9%	10%	-0.2%	4.6	74	-7%
Cc1cccc2cncc(OCc3nnc(SC(F)F)n3C)c12	14%	-3%	1%	i	/	6%	-0.3%	2.8	23	/
O=C1c2ccccc2C(=O)N1CSc1nnc2c3ccccc3n(CCc3ccccc3)c2n1	6%	-5%	7%	i	5%	-6%	-0.1%	3.5	48	-6%
Cn1nc(C(F)(F)F)c(C(=O)Nc2ccc(Cl)cc2)c1Cl	10%	3%	3%	i	3%	3%	0.0%	-2.8	96	-5%	NS5 inhibitors pilot replicate=-5.5
COc1cc(NC(=O)C2CSC3(C)CCC(=O)N23)c(OC)cc1Cl (stereo unspecified)	/	15%	/	/	8%	/	/	0.8	62	-4%
CC(OC(=O)CCCSc1nc2ccccc2s1)C(=O)NC(N)=O (stereo unspecified)	4%	20%	1%	i	-2%	1%	0.2%	-0.2	43	-7%
O=C(CS(=O)(=O)Cc1ccccc1)NCc1ccco1	10%	7%	10%	i	9%	2%	-0.1%	-0.8	103	-4%
C/C(=N\Nc1ccc(F)cc1F)c1ccccc1O	1%	9%	-9%	i	1%	5%	0.0%	4.2	58	4%
CCOc1ccc(OCCSc2nc(C)cc(=O)[nH]2)cc1	-1%	4%	-14%	i	8%	2%	-0.6%	-1.1	45	-10%
C=CCSc1nc2sc3c(c2c(=O)n1CC)CCc1ccccc1-3	-18%	12%	-5%	i	16%	38%	-0.2%	2.4	79	14%
CCc1ccccc1NCC(=O)Nc1ccc(Cl)c(C(F)(F)F)c1	0%	-11%	6%	i	2%	21%	0.6%	13	66	1%
O=C(NCC(c1ccc(F)cc1)N1CCOCC1)c1cccnc1Sc1ccccc1 (stereo unspecified)	/	20%	/	/	6%	/	/	0.7	63	-2%
COc1cccc(/C=N\NC(=O)c2sc(N)nc2C)c1OC	2%	4%	-7%	i	0%	7%	0.0%	1.9	55	-10%
Cc1ccc(CSCC(=O)Nc2ccccc2C(=O)O)cc1	9%	1%	4%	/	7%	10%	0.2%	1.9	65	/
Cc1ccc2[nH]c(-c3ccccc3)c(CN(C)C)c(=O)c2c1	-5%	4%	9%	i	7%	17%	0.4%	1.0	55	-1%
Cc1ccnc(NS(=O)(=O)c2ccc(NC(=O)C3CCCO3)cc2)n1 (stereo unspecified)	-3%	8%	-3%	i	8%	4%	-0.2%	0.2	53	-5%
O=C(Nc1ccccc1F)C(=Cc1sc(N2CCOCC2)nc1-c1ccccc1)C(=O)Nc1ccccc1F	17%	4%	0%	i	10%	8%	0.6%	9.9	71	?
Cc1ccccc1N=C1NC(=O)C(CO)(CO)S1	-25%	8%	14%	/	11%	-5%	-0.2%	-1.6	47	-5%
CN(C)S(=O)(=O)c1ccc(C(=O)NNC(=O)C2COc3ccccc3O2)cc1 (stereo unspecified)	-8%	-6%	2%	i	0%	26%	-0.1%	3.6	82	5%
COc1ccc(-n2nnnc2-c2cnc(N3CCCC3)nc2C(F)(F)F)cc1	1%	3%	13%	i	5%	-6%	-0.1%	6.0	83	-6%

4 records picked at random from the list so far:
SMILES	AID2073	Large T inhibition	GPR55 LPI antagonism	Yfh1-off respiration	Rac1 GTP hydrolysis	GPR35 arrestin U2OS	GPR55 beta-arrestin	NTR1 agonist	NTR1 agonist cell count 20 µM	NS5 inhibitors	others
O=C(Nc1ccccc1F)C(=Cc1sc(N2CCOCC2)nc1-c1ccccc1)C(=O)Nc1ccccc1F	17%	4%	0%	i	10%	8%	0.6%	9.9	71	?
COc1ccc(-n2nnnc2-c2cnc(N3CCCC3)nc2C(F)(F)F)cc1	1%	3%	13%	i	5%	-6%	-0.1%	6.0	83	-6%
CN(C)S(=O)(=O)c1ccc(C(=O)NNC(=O)C2COc3ccccc3O2)cc1 (stereo unspecified)	-8%	-6%	2%	i	0%	26%	-0.1%	3.6	82	5%
CC(OC(=O)CCCSc1nc2ccccc2s1)C(=O)NC(N)=O (stereo unspecified)	4%	20%	1%	i	-2%	1%	0.2%	-0.2	43	-7%

(list continues)
SMILES	AID2073	Large T inhibition	GPR55 LPI antagonism	Yfh1-off respiration	Rac1 GTP hydrolysis	GPR35 arrestin U2OS	GPR55 beta-arrestin	NTR1 agonist	NTR1 agonist cell count 20 µM	NS5 inhibitors	others
O=C(COC(=O)c1cccs1)Nc1cccc(S(=O)(=O)N2CCOCC2)c1	-2%	31%	17%	i	-4%	-2%	0.4%	-0.2	43	-1%
COc1ccc(C(=O)NNC(=O)CSc2nc(C(C)C)nc3ccccc23)cc1	23%	25%	9%	/	7%	-10%	-0.3%	-0.9	42	-2%
COc1cccc(NC(=S)N/N=C2/CCCCc3ccccc32)c1	-10%	4%	-8%	i	9%	-7%	0.8%	/	/	-12%
O=C(Nc1ccc(NC(=O)C2CC2)nc1)c1cccnc1	5%	1%	1%	i	6%	-10%	-0.1%	-5.0	76	0%
CCCC(=O)N(c1ccc(OC)cc1)C1C=CS(=O)(=O)C1 (stereo unspecified)	-8%	4%	9%	i	2%	-5%	0.2%	-0.1	45	-3%
CCOc1ccc(Cc2noc3c2C(=O)CCC3)cc1OCC	0%	-3%	8%	i	7%	-12%	-0.4%	0.6	54	-1%
C=CCNC(=S)NNC(=O)c1cc(-c2cccnc2)nc2ccccc12	-16%	14%	2%	/	3%	-6%	-0.1%	-0.3	54	-6%
CCOC(=O)C1CCCN(C(=O)c2cc(S(=O)(=O)Nc3ccccc3OC)ccc2C)C1 (stereo unspecified)	4%	22%	16%	i	8%	-1%	-0.1%	0.1	55	-4%
CCn1c(=O)c2cc(S(=O)(=O)NCc3ccccc3)ccc2n(CC)c1=O	4%	-1%	4%	i	8%	-6%	0.0%	0.7	51	1%
O=C(NCCC(c1ccccc1)c1ccccc1)c1cnccn1	1%	11%	13%	i	7%	-2%	-0.2%	3.3	42	-4%
COc1cccc(Cl)c1NC(=O)N1CCN(c2ccnc3cc(Cl)ccc23)CC1	7%	8%	9%	i	-1%	4%	0.5%	2.2	47	2%
Cc1c(N=C2C(=O)Nc3ccccc32)c(=O)n(-c2ccccc2)n1C	-7%	1%	4%	i	1%	16%	-0.1%	1.9	81	3%
O=C(NCc1ccccc1Cl)c1cnc2ccccc2n1	1%	3%	12%	/	10%	6%	-0.4%	0.4	68	-6%
Cc1c(C(=O)NCC2CCCO2)oc2ccc(S(=O)(=O)N3CC(C)CC(C)C3)cc12 (stereo unspecified)	-3%	7%	11%	i	10%	-12%	-0.2%	-1.2	59	0%
CCOC(=O)C(C)Sc1nc(N)c(NC(=O)c2ccc(OC)c(OC)c2)c(=O)[nH]1 (stereo unspecified)	-5%	10%	10%	i	5%	-1%	-0.1%	-1.4	50	0%
CC(NC(=O)c1ccc([N+](=O)[O-])o1)C12CC3CC(CC(C3)C1)C2 (stereo unspecified)	2%	-3%	-14%	/	7%	-4%	0.3%	11	50	0%
O=C(NCCc1ccccc1)C(=O)NCC1CCCO1 (stereo unspecified)	-4%	14%	-8%	i	3%	-2%	-0.1%	1.2	44	-4%
COc1ccc(C(=O)C2CCCN(Cc3cccn3-c3ccccn3)C2)c(C)c1 (stereo unspecified)	19%	26%	18%	i	8%	6%	-0.2%	3.6	83	-4%
CC(=O)Nc1ccc(S(=O)(=O)n2nc(-c3ccc(C)cc3)nc2N)cc1	23%	15%	-6%	i	9%	-3%	-0.2%	-1.7	61	-2%
CCCOc1ccc(C(CC(=O)O)NC(=O)C23CC4CC(CC(C4)C2)C3)cc1 (stereo unspecified)	-3%	9%	-10%	i	7%	2%	0.5%	-0.3	88	-7%

Copied from the entries so far (two entries):
SMILES	AID2073	Large T inhibition	GPR55 LPI antagonism	Yfh1-off respiration	Rac1 GTP hydrolysis	GPR35 arrestin U2OS	GPR55 beta-arrestin	NTR1 agonist	NTR1 agonist cell count 20 µM	NS5 inhibitors	others
CC(NC(=O)c1ccc([N+](=O)[O-])o1)C12CC3CC(CC(C3)C1)C2 (stereo unspecified)	2%	-3%	-14%	/	7%	-4%	0.3%	11	50	0%
O=C(NCCc1ccccc1)C(=O)NCC1CCCO1 (stereo unspecified)	-4%	14%	-8%	i	3%	-2%	-0.1%	1.2	44	-4%
